Screening results as filed in PubChem BioAssay.
APE1 inh = APE1 (human) endonuclease inhibition; P27695; recombinant APE1, TAMRA/BHQ-2 abasic DNA cleavage fluorescence; Potency, µM (top dose mostly 65.8 µM), for inactives: at the highest dose activity change, negative = inhibition, actives largely listed as inhibitors; 350,000 compounds, 0.35% hits;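 note: potency is the fitted concentration of half-maximal effect; plate controls were vehicle for no effect and reference inhibitor for full effect; nearly all actives have a fitted effect of over 55% in size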
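Incision of a quenched TAMRA/BHQ-2 THF abasic-site duplex (50 nM) by 0.75 nM APE1, after 15 min compound preincubation, measured as fluorescence increase over three 60 s reads. Values normalized to buffer, DMSO and NSC13755 control wells.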
12-LOX inh = inhibitors of human 12S-lipoxygenase ALOX12 | P18054 | 580,000 compounds, 1.1% hits | purified 12hLO, xylenol orange hydroperoxide absorbance | Potency, µM (doses to about 108 µM), for the others: at the highest dose activity change, negative = inhibition, actives largely listed as inhibitors; note: potency is the fitted concentration of half-maximal effect; % is set by controls: 0 for no effect and ±100 for the full control effect
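Hydroperoxide product was detected by ferrous iron/xylenol orange as the 573 to 405 nm absorbance ratio. Arachidonic acid at 40 uM (final) was turned over for 30 min at room temperature by 150 nM human 12hLO, pH 7.0 Hepes buffer, after 15 min compound preincubation.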
Pol iota inh = inhibitors of human DNA polymerase iota; Q9UNA4; Pol iota fluorescent replication assay, 10 min; Potency, µM (series often up to 115 µM), for the others: top-dose activity, negative = inhibition, most hits filed as inhibitors; 390,000 compounds, 1% hits; note: potency is the fitted concentration of half-maximal effect
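Pol iota at 10 nM preincubated 15 min with compounds at room temperature; reaction started with fluorescent substrate, 50 nM final. Fluorescence read kinetically at 0 and 10 min; buffer-only wells as negative control.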
POLB inh = blocks human DNA polymerase beta activity; 340,000 compounds, 1.3% hits; P06746; Potency, µM (highest dose often 114 µM), for inactives: top-dose activity change, negative = inhibition, hits mostly inhibitors; Pol beta primer extension/strand displacement, fluorescence kinetic; note: potency is the fitted concentration of half-maximal effect; % is set by controls: 0 for no effect and ±100 for the full control effect
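Curves were derived by four-parameter Hill fits of normalized qHTS data. The kinetic fluorescent primer-extension read was taken at 0 and 10 min after 50 nM substrate, following a 15 min room-temperature preincubation of 10 nM enzyme with compounds.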
TRHR ag = TRH receptor (human) agonism. P34981. activation, % at 2 µM. 360,000 compounds, 0.18% hits. TRHR cells, calcium flux fluo-8, FDSS agonist mode. AID 493084; in the data active = activation above about 30%; note: 0% is about no effect
Target sequence (P34981 whole entry, looked up): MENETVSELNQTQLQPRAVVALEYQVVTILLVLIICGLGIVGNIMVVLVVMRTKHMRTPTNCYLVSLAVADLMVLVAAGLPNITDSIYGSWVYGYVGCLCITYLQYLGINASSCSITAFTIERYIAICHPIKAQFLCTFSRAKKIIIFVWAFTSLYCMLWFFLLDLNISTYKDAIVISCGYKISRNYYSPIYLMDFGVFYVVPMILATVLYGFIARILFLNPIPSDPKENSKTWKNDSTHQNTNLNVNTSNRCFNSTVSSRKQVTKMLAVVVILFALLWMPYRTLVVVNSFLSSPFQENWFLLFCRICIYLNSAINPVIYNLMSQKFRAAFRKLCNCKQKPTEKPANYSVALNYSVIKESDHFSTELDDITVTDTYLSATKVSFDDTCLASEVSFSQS
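In this calcium-flux screen, cells bearing human TRHR are dye-loaded with fluo-8, baselined for 10 cycles, then exposed to library compounds; positive kinetic calcium responses during the agonist phase mark hits, with TRH as control.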
Anesthetic bind = binds horse apoferritin like a general anesthetic | P02791 | Potency, µM (series often up to 77.5 µM), for inactives: at the top dose activity change, negative = displacement, actives largely listed as inhibitors | apoferritin/1-aminoanthracene competitive binding, fluorescence | 350,000 compounds, 0.074% hits; note: potency is the fitted concentration of half-maximal effect; % is set by controls: 0 for no effect and ±100 for the full control effect; nearly all actives have a fitted effect of over 20% in size
Target sequence (P02791 2-175 limits assumed): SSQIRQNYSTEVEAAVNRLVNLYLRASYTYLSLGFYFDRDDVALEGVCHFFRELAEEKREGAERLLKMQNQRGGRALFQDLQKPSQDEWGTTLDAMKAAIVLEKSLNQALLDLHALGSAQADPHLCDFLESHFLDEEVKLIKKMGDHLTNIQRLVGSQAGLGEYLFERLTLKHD
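In PBS, apoferritin at 10 uM is loaded with 1-AMA from a 50% saturated solution. After 10 min of compound exposure at ambient temperature, reduced 535 nm fluorescence indicates probe displacement.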
ERG-DNA inh = ERG Ets/DNA interaction inhibition | P11308 | fluorescence polarization, His-ERG Ets domain / labelled DNA | Potency, µM (titrated, usually from 76.9 µM), without a hit: at the highest dose FP activity, negative = inhibition, actives largely listed as inhibitors | 370,000 compounds, 0.028% hits | AID 624246; active = well fitted inhibition curve with a large enough effect in the polarisation, with a control signal flat; inconclusive = small, poorly fitted or top-dose-only effect, or effect the other way, or a change in a side signal; inactive = no such curve, though single readings can be large or run the other way; the % refers to the polarisation;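 note: polarization taken with two DNA probes labelled with fluorescein and Texas red; potency is the fitted concentration of half-maximal effect; % of control where 0% means no effect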
Target sequence (P11308 whole entry, looked up, the tested form may be a part): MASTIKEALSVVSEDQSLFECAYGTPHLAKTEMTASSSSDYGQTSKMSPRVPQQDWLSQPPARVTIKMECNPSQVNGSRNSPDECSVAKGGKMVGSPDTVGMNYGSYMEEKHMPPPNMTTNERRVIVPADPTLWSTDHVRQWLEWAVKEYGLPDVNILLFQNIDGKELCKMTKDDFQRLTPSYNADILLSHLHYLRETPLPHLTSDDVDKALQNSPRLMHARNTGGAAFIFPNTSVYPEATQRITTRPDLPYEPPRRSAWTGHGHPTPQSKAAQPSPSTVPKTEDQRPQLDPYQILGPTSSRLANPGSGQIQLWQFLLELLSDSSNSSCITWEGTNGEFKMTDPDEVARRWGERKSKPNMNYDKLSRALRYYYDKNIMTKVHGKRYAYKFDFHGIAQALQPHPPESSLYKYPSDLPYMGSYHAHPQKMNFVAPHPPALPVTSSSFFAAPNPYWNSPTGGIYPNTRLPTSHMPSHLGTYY
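His-tagged ERG Ets domain (1 uM in the protein solution; 300mM KCl, 50mM Tris-HCl, 1mM EDTA, 1mM DTT, pH 7.5) received compound, then a probe mix of 5 nM fluorescein-DNA and 100nM Texas-615-DNA. Fluorescence polarization was read for both dyes.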
BLM helicase inh = inhibitors of human Bloom syndrome helicase BLM; P54132; recombinant BLM DNA unwinding, fluorescence dequenching; Potency, µM (doses to about 56.1 µM), without a hit: at the highest dose activity change, negative = inhibition, actives largely listed as inhibitors; 350,000 compounds, 0.2% hits; AID 2528;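 note: potency is the fitted concentration of half-maximal effect; plate controls were vehicle for no effect and no enzyme for full effect; nearly all actives have a fitted effect of over 35% in size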
POLK inh = inhibitors of human DNA polymerase kappa | Q9UBT6 | purified Pol kappa, fluorescent DNA synthesis assay, 10 min | Potency, µM (doses to about 107 µM), inactives show at the top dose activity, negative = inhibition, usual class: inhibitors | 400,000 compounds, 0.53% hits; note: potency is the fitted concentration of half-maximal effect; % is set by controls: 0 for no effect and ±100 for the full control effect
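Kinetic fluorescence readout at 0 and 10 min followed reaction start with substrate at 50 nM final. Beforehand, enzyme (10 nM Pol kappa) stood 15 min with compound at room temperature; buffer-only wells were negative controls.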
* = called active by the depositor; ? = inconclusive; / = no result given; [ ] = dose if it differs, or a comment. Unless noted, calls come from the whole dose curve; as a rule, active = well fitted curve in the direction sought with a large enough effect; inconclusive = small, poorly fitted or top-dose-only effect, or another doubt; inactive = no such curve, though single readings can be large; an effect the other way counts as inactive or inconclusive. Some of the compounds tested; the hit share may differ from the screen's.

SMILES	APE1 inh	12-LOX inh	Pol iota inh	POLB inh	TRHR ag	Anesthetic bind	ERG-DNA inh	BLM helicase inh	POLK inh
CC(Oc1cccc(Cl)c1)C(=O)Nc1ccccc1N1CCCC1 (centres undefined)	-22%	-3%	2%	/	-0.2	/	-3%	/	-18%
CC(C)NC(=O)CSc1c2c(nc3ccccc13)CCCC2	9%	10%	36%[activator]	-16%	-0.3	-4%	10%	7%	6%
CCCCCOc1ccc(/C=C/C(=O)Nc2sc(C)c(C)c2C(=O)OCC)cc1OC	/	-19%	17%	-20%	0.9	-6%	2%	2%	4%
COc1ccc(-n2nc(C(=O)N(C)c3cccc(C(F)(F)F)c3)c3c4ccccc4n(C)c3c2=O)cc1	/	-8%	22%	8%	0.7	-17%	-1%	0%	-2%
COc1ccc(S(=O)(=O)N2CCN(C)CC2)cc1C(=O)N1CCCCC1	10%	395%[activator]	7%	15%	0.2	-3%	4%	-2%	-16%
CCOc1ccc(/C=C2/SC(=S)N(C(C(=O)O)c3ccccc3)C2=O)cc1OCC (centres undefined)	3%	?	?	-15%	-1.6	-4%	27%	-7%	-2%
O=C(Nc1ccc(S(=O)(=O)Nc2cnc3ccccc3n2)cc1)c1ccc(Cl)c([N+](=O)[O-])c1	-7%	-42%	-19%	0%	0.3	-17%	-7%	1%	0%
NS(=O)(=O)c1ccc(CCNC(=O)CNC(=O)c2ccc(F)cc2)cc1	-15%	23%	4%	6%	-1.9	-11%	0%	-4%	-13%
CCCCNc1nc(Oc2ccc(=O)n(-c3ccccc3)n2)nc(N(CC)CC)n1	/	?	17%	5%	-0.4	?	9%	-3%	-15%
COc1ccc(NC(=O)CN(C)CCOc2ccc(Cl)cc2)cc1OC	6%	?	0%	0%	-0.2	-10%	-17%	-1%	-2%
O=C(CSc1ncc(S(=O)(=O)c2ccccc2)c(=O)[nH]1)Nc1ccccc1Cl	-1%	-12%	-2%	0%	-0.3	-7%	-2%	-2%	3%
COc1cccc(Nc2sc(C(=O)c3ccc(Cl)cc3)c(N)c2C(=O)NCCc2ccc(OC)c(OC)c2)c1	/	2%	16%	0%	-0.2	-10%	4%	-8%	-6%[60.1 µM]
COCCNc1ccnc(-c2ccccc2C)n1	-1%	?	/	/	/	/	/	0%	2%[60.1 µM]
COc1ccc(OC)c(NS(=O)(=O)c2ccc(Cl)nc2)c1	32%[activator]	-4%	18%	9%	-0.4	-4%	/	-1%	6%
O=C(c1ccc2c(c1)OCO2)N1CCNc2ccccc2C1	15%	-12%	19%	24%	0.1	3%	-13%	-9%	-2%
O=S(=O)(c1ccccc1)N1CCC2(CCCN(Cc3nccs3)C2)CC1	0%	2%[57.4 µM]	/	/	/	/	/	-2%	-7%[60.1 µM]
Cc1c(C(=O)N(CCc2ccccc2)Cc2ccccc2)cccc1[N+](=O)[O-]	-16%	0%	-1%	-7%	0.2	?	9%	-10%	-8%
O=C(NCCc1ccccc1F)C1CC(=O)N(c2ccccc2)C1 (centres undefined)	17%	0%	21%	13%	-0.1	-3%	-13%	-3%	2%
Cn1c(SCC#N)nnc1-c1cnccn1	0%	0%	2%	-1%	-0.3	-9%	15%	-2%	-3%
Cc1ccc(Nc2cc(Cl)nc(N)n2)c([N+](=O)[O-])c1	/	14%	18%	/	/	/	3%	/	-1%
O=C(NCC1(N2CCCCC2)CCCCC1)c1ccc(NS(=O)(=O)c2ccccc2)cc1	3%	?	6%	/	2.1	/	6%	/	-1%
O=Cc1cn(-c2ccccc2)nc1-c1ccccc1	27%	-8%	11%	2%	-0.3	-19%	-22%	-4%	7%
S=C(NCCc1ccccc1)NCc1cccc(Cl)c1	-18%	/	22%	7%	1.6	?	3%	-12%	-7%
CCOC(=O)c1oc2ccc(Cl)cc2c1NC(C)=O	0%	5%	-6%	0%	-0.1	-7%	-1%	-1%	-5%
CC(=O)Cn1c(CN2CCCCC2)nc2ccccc2c1=O	-5%	4%	10%	10%	0.1	2%	4%	1%	-3%
CCCn1c2ccccc2c2cnn(CC(=O)NC3CCC(C)CC3)c(=O)c21 (centres undefined)	-1%	4%	26%	3%	0.4	-5%	-9%	-1%	-12%
CCc1nnc(NS(=O)(=O)c2ccc(NCc3cc(Br)ccc3O)cc2)s1	-4%	/	-16%	-2%	0.4	-4%	17%	-1%	-17%
Cc1ccc(-n2c(SCC(=O)N3CCOCC3)nc(O)cc2=O)cc1	21%	-15%	1%	1%	0.3	-8%	-10%	-6%	0%
Cc1cc2oc(C(=O)N3CCN(Cc4ccccc4)CC3)c(C)c2cc1C	/	6%	-9%	/	/	/	40%[activator]	/	0%
N/C(=N\N=C/c1ccc(Br)cc1)N/N=C\c1ccc(Br)cc1	?	?	?	22%	-0.4	-5%	-2%	-11%	-10%
O=C(NCCc1cccc(C(F)(F)F)c1)C1CCC(=O)N(Cc2ccc(Cl)cc2)C1 (centres undefined)	46%[activator]	-25%	16%	-2%	1.7	-22%	-8%	-4%	-8%
CCCCNC(=O)CSc1nc2ccccc2n1S(=O)(=O)c1ccc(Cl)cc1	1%	?	-16%	0%	0.5	2%	-1%	0%	-13%
CCN1C(=O)c2cccc3c(S(=O)(=O)N4CCNCC4)ccc1c23	-6%	140%[activator]	?	/	/	/	8%	/	-9%
CCc1ccc(Oc2nc([N+](=O)[O-])nn2C)cc1	-1%	-7%	56%[activator]	6%	-0.3	-14%	-6%	-6%	-3%
COC(=O)c1cc(NC(=O)CC2SC(=Nc3ccccc3)N(CCc3c[nH]c4ccccc34)C2=O)cc(C(=O)OC)c1 (centres undefined)	23%	3%	?	6%	0.4	-16%	9%	-8%	-3%
Cc1nc2sc(C(c3ccco3)N3CCN(c4cccc(Cl)c4)CC3)c(O)n2n1 (centres undefined)	-5%	?	?	?	-0.3	-3%	/	-2%	-6%[60.1 µM]
COc1ccc2nc(NC(=O)C3CC(=O)N(c4ccc5c(c4)OCCO5)C3)sc2c1 (centres undefined)	18%	-3%	3%	/	-0.2	/	-10%	/	-14%
COc1ccc(C(=O)Nc2c(N)nc(SCC(=O)N3CCCCCC3)[nH]c2=O)cc1OC	1%	-6%	-24%	0%	-0.7	2%	-7%	1%	-3%
Cc1noc(C)c1COC(=O)CCc1nc2ccccc2s1	-4%	0%	-2%	24%	-0.8	-17%	6%	0%	-2%
CCOC(=O)Cc1cc(=O)n2[nH]c(C)c(-c3ccc(Cl)cc3)c2n1	2%	-12%	?	0%	0.1	-23%	/	-3%	-11%

An excerpt of these results, with bars between the fields:
SMILES | APE1 inh | 12-LOX inh | Pol iota inh | POLB inh | TRHR ag | Anesthetic bind | ERG-DNA inh | BLM helicase inh | POLK inh
CCCCCOc1ccc(/C=C/C(=O)Nc2sc(C)c(C)c2C(=O)OCC)cc1OC | / | -19% | 17% | -20% | 0.9 | -6% | 2% | 2% | 4%
COc1ccc(-n2nc(C(=O)N(C)c3cccc(C(F)(F)F)c3)c3c4ccccc4n(C)c3c2=O)cc1 | / | -8% | 22% | 8% | 0.7 | -17% | -1% | 0% | -2%

Other records follow.
SMILES	APE1 inh	12-LOX inh	Pol iota inh	POLB inh	TRHR ag	Anesthetic bind	ERG-DNA inh	BLM helicase inh	POLK inh
CCOc1ccc(S(=O)(=O)N2CCOCC2)cc1NC(=O)CN1C(=O)NC(C)(c2ccc(C)cc2)C1=O (centres undefined)	13%	0%	20%	/	0.0	/	6%	/	-11%
COc1cc2c(cc1O)[C@@H]1Cc3cc(OC)c(OC)cc3C(C2)N1C	-1%	7%	9%	-27%	0.0	3%	1%	-3%	7%
CN1CCN(c2ccc(NC(=O)c3ccccc3Br)cc2)CC1	0%	-19%	11%	-22%	1.2	5%	-1%	1%	-11%
C[C@@]12C(=O)Nc3cc(F)c(F)cc3C(=O)N1[C@H]1c3ccccc3OC[C@@H]1[C@@H]2c1ccccc1	/	?	14%	/	/	/	13%	/	-6%
O=C(/C=C/c1ccco1)NC(=S)Nc1cccc([N+](=O)[O-])c1	10%	40µM*	?	40µM*	-0.6	-7%	-7%	-21%	?
CCCc1c(C(=O)N/N=C/c2cccs2)nnn1-c1nonc1N	26%	0%	?	?	1.0	-9%	-7%	-5%	-8%
CCCCOc1ccc(-c2nn(-c3ccccc3)cc2C2NC(=O)NC(C)=C2C(=O)OC)cc1 (centres undefined)	/	0%	17%	-13%	0.0	3%	0%	-12%	2%[60.1 µM]
Cc1cc(NC(=O)CSc2nnc(COc3ccccc3)o2)no1	-1%	5%	26%	3%	-0.4	-10%	9%	1%	2%
O=C(COc1ccc(Br)cc1)OCc1nnc(-c2ccccc2)o1	-2%	-4%	11%	-8%	-0.6	?	-5%	-7%	-13%
CSCCC(NC(=O)c1ccc([N+](=O)[O-])cc1Cl)C(=O)OCC(=O)C12CC3CC(CC(C3)C1)C2 (centres undefined)	-8%	-22%	-3%	20%	-0.1	?	3%	-7%	-3%
COc1ccc(OC)c(CCNC(=O)Cn2cccc2C(=O)c2ccccc2C)c1	-6%	422%[activator]	138%[activator]	11%	-0.1	-16%	-1%	-24%	-1%
COCC1CCN(C(=O)C2CCC(=O)N(Cc3cccc(C(F)(F)F)c3)C2)CC1 (centres undefined)	51%[activator]	-6%	-16%	9%	0.4	-12%	-4%	1%	1%
O=S(=O)(Oc1ccc(Cl)cc1)c1cccc2cccnc12	-5%	?	-18%[58.9 µM]	34%	-0.6	-7%	-15%	1%	-5%
Cc1n[nH]c(C)c1S(=O)(=O)N1CCCC(C(=O)NCC2COc3ccccc3O2)C1 (centres undefined)	-6%	27%	16%	1%	0.0	4%	-9%	-6%	-6%
c1ccc(-n2nnc(-c3nccs3)n2)cc1	/	?	-5%	/	/	/	-4%	/	-6%
CC(C)(C)C(=O)Nc1ccccc1C(=O)OCc1cc(=O)n2ccsc2n1	/	-14%	18%	-24%	0.8	-1%	-1%	0%	-3%[60.1 µM]
